Screening data: PubChem BioAssay, National Center for Advancing Translational Sciences (NCATS)
aGal spleen mod: qHTS Assay for Inhibitors and Activators of Human alpha-Galactosidase From Spleen Homogenate. Alpha-galactosidase A (Homo sapiens), P06280. human spleen homogenate, 4MU-alpha-Gal fluorescence, 40 min. Potency, µM (series often up to 80 µM), without a hit: at the highest dose activity change, negative = inhibition, usual class: inhibitors. 240,000 tested, 0.008% active. AID 2107, 2009;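 further: 0% = enzyme with vehicle and -100% = no enzyme basal signal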
Target sequence (P06280 32-429 limits assumed): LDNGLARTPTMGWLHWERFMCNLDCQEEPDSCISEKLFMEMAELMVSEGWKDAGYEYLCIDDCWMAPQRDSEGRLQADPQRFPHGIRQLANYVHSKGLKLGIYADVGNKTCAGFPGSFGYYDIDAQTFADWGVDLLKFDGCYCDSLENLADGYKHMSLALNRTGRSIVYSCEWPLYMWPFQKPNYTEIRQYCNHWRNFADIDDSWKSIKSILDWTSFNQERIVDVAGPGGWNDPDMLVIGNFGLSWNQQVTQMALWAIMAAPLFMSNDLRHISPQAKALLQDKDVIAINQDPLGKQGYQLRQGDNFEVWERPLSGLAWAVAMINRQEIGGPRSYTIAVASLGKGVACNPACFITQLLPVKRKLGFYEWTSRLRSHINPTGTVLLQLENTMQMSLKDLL
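qHTS titration in buffer at pH 5.0. Alpha-galactosidase activity in spleen homogenate was measured via 4-methylumbelliferone release from 1 mM fluorogenic substrate after 40 min at 37C and a pH 10 stop. AC50 came from Hill fits of control-normalized data.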
Tau FP inhib: qHTS for Inhibitors of Tau Fibril Formation, Fluorescence Polarization; Microtubule-associated protein tau (Homo sapiens), P10636; K18 P301L tau heparin fibrillization, Alexa594 FP, 6 h; Potency, µM (series often up to 57.7 µM), for the others: top-dose activity, negative = inhibition, most hits filed as inhibitors; 280,000 tested, 0.39% active; AID 1468, 2008; further: on the % scale 0 is the no-effect control and ±100 the full control effect; nearly all actives have a fitted effect of over 55% in size
Target sequence (P10636 561-689 P618L limits assumed): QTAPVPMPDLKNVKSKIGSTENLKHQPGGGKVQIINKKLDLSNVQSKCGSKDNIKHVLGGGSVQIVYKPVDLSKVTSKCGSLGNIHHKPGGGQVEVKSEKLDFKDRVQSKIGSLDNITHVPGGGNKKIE
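Quantitative HTS format: compounds meet 15 uM recombinant K18 P301L tau and Alexa 594-tau tracer in 100 mM sodium acetate pH 7; 20 uM heparin triggers fibrillization at 37 C over 6 hr; FP gives the signal.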
Tau ThT inhib: qHTS for Inhibitors of Tau Fibril Formation, Thioflavin T Binding; recombinant tau K18 P301L, heparin-induced fibrillization, ThT fluorescence; AID 1460, 2008; 270,000 tested, 2.1% active; Microtubule-associated protein tau (Homo sapiens), P10636; Potency, µM (top dose mostly 57.4 µM), for inactives: at the highest dose activity, negative = inhibition, actives largely listed as inhibitors; further: on the % scale 0 is the no-effect control and ±100 the full control effect; nearly all actives have a fitted effect of over 55% in size
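Heparin-induced (20 uM) aggregation of recombinant human K18 P301L tau, 15 uM unlabeled with 0.24 uM labeled, pH 7 acetate buffer, 6 hr at 37 C with compound. Fibrils quantified by 30 uM ThT fluorescence after 1 hr ambient incubation.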
HTT ATP protect: qHTS Multiplex Assay to Identify Dual Action Probes in a Cell Model of Huntington: Cytoprotection (ATP); PC12 HTT-Q103 induced, cytoprotection, ATP luminescence, 40 h; Potency, µM (top dose mostly 56.4 µM), inactives show cytoprotection (ATP increase), usual class: activators; 230,000 tested, 0.14% active; AID 1471, 2008;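 further: % of control where 0% means no effect; nearly all actives have a fitted effect of over 45% in size; toxic huntingtin expression switched on by the ecdysone agonist tebufenozide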
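Stable PC12 Q103-GFP cells in serum-supplemented, phenol red-free DMEM; induction by tebufenozide at 100 nM final; compound dose series; cell viability quantified luminescently from ATP.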
aGlu spleen mod: qHTS Assay for Inhibitors and Activators of Human alpha-Glucosidase From Spleen Homogenate; Lysosomal alpha-glucosidase (Homo sapiens), P10253; human spleen homogenate, 4-MU-alpha-glucoside fluorescence; Potency, µM (titrated, usually from 79.9 µM), for inactives: at the highest dose activity change, negative = inhibition, most hits filed as inhibitors; 240,000 tested, 0.006% active; AID 2112, 2009;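 further: 0% = enzyme with vehicle and -100% = no enzyme basal signal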
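AC50 values come from Hill-equation fits of concentration-response data, normalized to no-enzyme and full-activity controls. Enzyme source: 1 ug human spleen homogenate; 1 mM fluorogenic 4-MU glucoside, pH 5.0 citrate buffer, 37 C, 40 min.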
Tau fluor cs: Counterscreen qHTS for Inhibitors of Tau Fibril Formation, Fluorescence Polarization; tau K18 P301L (four-repeat tau fragment) Alexa594 fluorescence, heparin fibrillization; Potency, µM (series often up to 57.7 µM), for inactives: top-dose activity change, negative = decrease; 280,000 tested, 0.93% active; AID 1463, 2008; further: on the % scale 0 is the no-effect control and ±100 the full control effect; nearly all actives have a fitted effect of over 55% in size
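Human K18 P301L tau (15 uM unlabeled plus 0.24 uM Alexa 594-labeled, final) in 100 mM sodium acetate pH 7 was mixed with compound and 20 uM heparin and incubated 6 hr at 37 C.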
GAA glycogen: qHTS Assay for Inhibitors and Activators of Human alpha-Glucosidase Cleavage of Glycogen; Lysosomal alpha-glucosidase (Homo sapiens), P10253; recombinant GAA, glycogen substrate, Amplex Red glucose oxidase fluorescence; Potency, µM (series often up to 76.4 µM), inactives show at the top dose activity change, negative = inhibition, most hits filed as inhibitors; 300,000 tested, 0.38% active;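 further: 0% = full enzyme reaction and -100% = no-enzyme basal signal; the screen sought inhibitors and activators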
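Natural-substrate format: glycogen cleavage by 4 nM human enzyme, glucose read by Amplex Red coupling (Ex 573, Em 610 nm). Normalized to enzyme and no-enzyme controls.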
GAA inhib: qHTS Assay for Inhibitors of Human alpha-Glucosidase as a Potential Chaperone Treatment of Pompe Disease; 200,000 tested, 0.005% active; purified human GAA, 4-MU-alpha-glucoside fluorescence; Potency, µM (titrated, usually from 76.9 µM), for the others: at the top dose activity change, negative = inhibition, actives largely listed as inhibitors; AID 1466, 2008; Lysosomal alpha-glucosidase (Homo sapiens), P10253;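 further: plate controls were uninhibited enzyme wells for no effect and no-enzyme background for full effect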
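Fluorogenic assay: 4 nM human alpha-glucosidase with 400 uM 4-methylumbelliferyl-alpha-D-pyranoside in 50 mM citrate/phosphate, 0.005% Tween-20, pH 5.0, 20 min at room temperature. Compounds tested up to 77 uM; AC50 from Hill fits.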
Starred values were filed as active, the others as inactive; & = joins results of further samples; [ ] = another dose, or the depositor's remark. The call rests on the fitted dose curve; in most records, active means well fitted curve in the direction sought with a large enough effect; inconclusive means small, poorly fitted or top-dose-only effect, or another doubt; inactive means no such curve, though single readings can be large; an effect the other way counts as inactive or inconclusive. Potency means the concentration at half of the fitted maximal effect. The order is random; any-hit rate near 3.3%.

Screening CCn1c(C)nc2cc(C(=O)N/N=C/c3ccccc3C)ccc21 returned aGal spleen mod -15.0%, Tau FP inhib 0.2%, Tau ThT inhib -6.8%, HTT ATP protect -185.1%[inhibitor], aGlu spleen mod -2.9%, Tau fluor cs 4.3%, GAA glycogen 2.4% and GAA inhib 10.8%.
For CCCCn1c(SCC(=O)OCC)nc2c1c(=O)[nH]c(=O)n2C the results were aGal spleen mod 0.7%, Tau FP inhib 6.8%, Tau ThT inhib -6.9%, HTT ATP protect -1.6%, aGlu spleen mod -0.9%, Tau fluor cs -5.4%, GAA glycogen -10.3% and GAA inhib -19.0%.
`Cc1ccc(-c2ccc(CCC(=O)O)n2NC(N)=S)cc1` gave aGal spleen mod 10.4%, Tau FP inhib 0.8%, Tau ThT inhib -17.6%, HTT ATP protect -0.1%[10 µM], aGlu spleen mod -19.0%, Tau fluor cs -7.1%, GAA glycogen -10.0% and GAA inhib 3.0%.
CCNC(=O)NC(=O)C(C)OC(=O)c1oc2ccccc2c1CSC1CCCCC1 (stereo unspecified) was read as aGal spleen mod 16.2%, Tau FP inhib 0.3%, Tau ThT inhib -2.7%, HTT ATP protect -26.0%[10 µM], aGlu spleen mod 6.1%, Tau fluor cs -14.3%, GAA glycogen -2.0% and GAA inhib 6.3%.
`Cc1cc(C(=O)COc2ccc([N+](=O)[O-])cc2)c(C)n1C1CC1` gave aGal spleen mod 5.7%, Tau FP inhib -5.1%, Tau ThT inhib -15.4%, HTT ATP protect 13.0%[10 µM], aGlu spleen mod 6.3%, Tau fluor cs -12.6% and GAA inhib -5.5%.
CC1CN(c2ccc([N+](=O)[O-])cn2)CC(C)O1 (stereo unspecified) was read as aGal spleen mod -3.1%, Tau FP inhib 0.2%, Tau ThT inhib -8.4%, HTT ATP protect -21.7%[10 µM], aGlu spleen mod -1.9%, Tau fluor cs 4.7% and GAA glycogen -2.2%.
Screening Cc1cc(Cl)ccc1OCCn1cncn1 returned aGal spleen mod 14.6%, Tau FP inhib -2.0%, Tau ThT inhib -10.6%, HTT ATP protect -27.8%, aGlu spleen mod -17.9%, Tau fluor cs -11.3%, GAA glycogen 3.8% and GAA inhib -3.1%.
Cc1oc2c(c(C)cc3oc(=O)c(CC(=O)NCc4ccc(F)cc4)c(C)c32)c1C was read as Tau FP inhib 0.2%, Tau ThT inhib 4.1%, Tau fluor cs 0.2% and GAA glycogen 1.4%[76.3 µM].
Screening Cc1ccc(CN2CCc3c(OCc4ccc(F)cc4)cccc3C2=O)cc1 returned aGal spleen mod 1.9%, Tau FP inhib 3.9%, Tau ThT inhib -14.6%, HTT ATP protect 29.9%[10 µM], aGlu spleen mod -4.0%, Tau fluor cs -8.5%, GAA glycogen -11.3% and GAA inhib -6.0%.
NC(=O)c1ccc(NCCc2ccccc2)c([N+](=O)[O-])c1 was read as aGal spleen mod 1.2%, Tau FP inhib 2.6%, Tau ThT inhib 10.5%, HTT ATP protect -6.0%, aGlu spleen mod -1.6%, Tau fluor cs 4.3%, GAA glycogen 9.8% and GAA inhib 1.7%.

Quoted at random: two entries already listed.
Screening CCn1c(C)nc2cc(C(=O)N/N=C/c3ccccc3C)ccc21 returned aGal spleen mod -15.0%, Tau FP inhib 0.2%, Tau ThT inhib -6.8%, HTT ATP protect -185.1%[inhibitor], aGlu spleen mod -2.9%, Tau fluor cs 4.3%, GAA glycogen 2.4% and GAA inhib 10.8%.
NC(=O)c1ccc(NCCc2ccccc2)c([N+](=O)[O-])c1 was read as aGal spleen mod 1.2%, Tau FP inhib 2.6%, Tau ThT inhib 10.5%, HTT ATP protect -6.0%, aGlu spleen mod -1.6%, Tau fluor cs 4.3%, GAA glycogen 9.8% and GAA inhib 1.7%.

Later entries.
Screening O=C(NNS(=O)(=O)c1ccccc1[N+](=O)[O-])c1ccccc1[N+](=O)[O-] returned aGal spleen mod 0.2%, Tau FP inhib -1.8%, Tau ThT inhib -6.4%, aGlu spleen mod -0.6%, Tau fluor cs 5.1%, GAA glycogen 5.9% and GAA inhib -1.2%.
`C=CCSC1=C(C#N)C2(CCCCC2)C(C#N)C(=O)N1` (stereo unspecified) gave aGal spleen mod -1.4%, Tau FP inhib 7.3%, Tau ThT inhib -2.3%, HTT ATP protect -0.5%, aGlu spleen mod -0.2%, Tau fluor cs 5.8%, GAA glycogen inconclusive and GAA inhib -4.6%.
Screening CCn1c(-c2ccc(F)cc2)n[nH]c1=S returned aGal spleen mod 2.0%, Tau FP inhib 2.0%, Tau ThT inhib 0.9%, HTT ATP protect -6.2%[0.074 µM], aGlu spleen mod -0.5%, Tau fluor cs 0.7%, GAA glycogen 1.8% and GAA inhib -22.8%.
COCCCNC(=S)NNC(=O)c1csc(C)n1 was read as aGal spleen mod 5.1%, Tau FP inhib -0.9%, Tau ThT inhib -4.2%, HTT ATP protect 7.9%[10 µM], aGlu spleen mod 0.9%, Tau fluor cs 1.8% and GAA glycogen -13.6%.
Screening CCOC(=O)c1nnn(-c2nonc2-c2ccccc2)c1C returned aGal spleen mod -0.9%, Tau FP inhib 0.6%, Tau ThT inhib -2.3%, HTT ATP protect -0.6%, aGlu spleen mod 1.2%, Tau fluor cs -7.7%, GAA glycogen 1.0% and GAA inhib -2.3%.
CCCN1CNc2c(c(=O)[nH]c(=S)n2CCc2ccccc2)C1 was read as aGal spleen mod -21.9%, Tau FP inhib -3.2%, Tau ThT inhib -4.8%, HTT ATP protect -76.7%[inhibitor], aGlu spleen mod 5.1%, Tau fluor cs -2.6%, GAA glycogen 7.3% and GAA inhib inconclusive.
For Cc1cccc(NC(=O)CN2C(=O)N/C(=C/c3ccc(-c4cccc(C(=O)O)c4C)o3)C2=O)c1 the results were aGal spleen mod 5.4%, Tau FP inhib -3.8%, Tau ThT inhib 7.1%, HTT ATP protect -36.0%[inhibitor], aGlu spleen mod -0.4%, Tau fluor cs -1.7%, GAA glycogen 16.4% and GAA inhib 2.9%.
Screening CC(NC(=O)CCl)c1ccccc1Br (stereo unspecified) returned aGal spleen mod -1.6%, Tau FP inhib -3.3%, Tau ThT inhib 1.9%, HTT ATP protect 10.1%[10 µM], aGlu spleen mod -1.3%, Tau fluor cs 2.7% and GAA glycogen 4.7%.
For CC(C)CC1(C(=O)NCc2ccccn2)C=CCN1C(=O)c1ccccc1 (stereo unspecified) the results were aGal spleen mod 6.2%&6.6%, Tau FP inhib -13.4%&-3.2%, Tau ThT inhib -15.7%&-2.0%, HTT ATP protect -18.4%, aGlu spleen mod 0.9%&-10.9%, Tau fluor cs -17.8%&-12.8%, GAA glycogen 6.1% and GAA inhib 4.6%.
O=C1C=C(Nc2ccccc2)CC(c2ccccc2)C1 (stereo unspecified) was read as aGal spleen mod 3.6%, Tau FP inhib -1.7%, Tau ThT inhib -0.8%, HTT ATP protect -73.0%[inhibitor], aGlu spleen mod -1.4%, Tau fluor cs -4.1%, GAA glycogen 1.2% and GAA inhib -2.2%.
Cc1ccc(OCc2nnc(SCC(=O)N3c4ccccc4Sc4ccc(Cl)cc43)o2)cc1 was read as aGal spleen mod -9.0%, Tau FP inhib 0.4%, Tau ThT inhib -17.9%, HTT ATP protect 15.8%[10 µM], aGlu spleen mod -1.6%, Tau fluor cs -25.7%, GAA glycogen 4.3% and GAA inhib 5.9%.
CCOc1cccc(C(=O)Nc2nnc(-c3ccco3)s2)c1 was read as aGal spleen mod inconclusive, Tau FP inhib -3.9%, Tau ThT inhib 1.7%, HTT ATP protect -35.6%[inhibitor], aGlu spleen mod -2.5%, Tau fluor cs -5.9%, GAA glycogen -1.0% and GAA inhib -10.4%.
`O=C(Nc1ccc(N=Nc2ccccc2)c(NC(=O)C2CCCO2)c1)C1CCCO1` (stereo unspecified) gave aGal spleen mod 4.9%, Tau FP inhib -1.9%, Tau ThT inhib 14.1µM*, HTT ATP protect -31.6%[10 µM], aGlu spleen mod 4.1%, Tau fluor cs -26.6%, GAA glycogen -3.3% and GAA inhib -11.4%.
For CNS(=O)(=O)c1ccc(N2CCCC2=O)c([N+](=O)[O-])c1 the results were aGal spleen mod -5.7%, Tau FP inhib 11.0%, Tau ThT inhib 1.0%, HTT ATP protect 11.8%[10 µM], aGlu spleen mod -1.7%, Tau fluor cs -1.1%, GAA glycogen 1.5% and GAA inhib 5.3%.
Screening O=C(Nc1ccc(N2CCCCC2)c(Cl)c1)c1ccc(N2CCOCC2)c([N+](=O)[O-])c1 returned aGal spleen mod 4.0%, Tau FP inhib inconclusive, Tau ThT inhib inconclusive, HTT ATP protect -32.6%, aGlu spleen mod -3.7%, Tau fluor cs inconclusive, GAA glycogen -10.4% and GAA inhib -6.8%.
NC(=O)c1ccccc1NC(=O)CCN1C(=O)c2ccccc2C1=O was read as aGal spleen mod 2.2%, Tau FP inhib -2.0%, Tau ThT inhib -2.1%, HTT ATP protect 11.0%, aGlu spleen mod -4.8%, Tau fluor cs -3.5%, GAA glycogen 3.2% and GAA inhib -9.0%.
CCN1CNC(=S)N(C(C)c2ccccc2)C1 (stereo unspecified) was read as aGal spleen mod -9.4%, Tau FP inhib 0.1%, Tau ThT inhib -6.3%, HTT ATP protect 4.1%[10 µM], aGlu spleen mod -3.8%, Tau fluor cs -1.7%, GAA glycogen -9.3% and GAA inhib -2.7%.
Screening Cc1nn(Cc2c(Cl)cccc2Cl)c(C)c1NC(=O)/C=C/c1cnn(C)c1C returned aGal spleen mod 6.0%, Tau FP inhib 2.8%, Tau ThT inhib -4.0%, HTT ATP protect -43.5%[inhibitor], aGlu spleen mod 0.2%, Tau fluor cs -7.6%, GAA glycogen 3.2% and GAA inhib -11.1%.
